# Compound activity deposited in PubChem BioAssay by several laboratories.
# MEKK2wt PB1 HTS = raises or lowers MEK5 binding to wildtype human MEKK2 PB1 domain. 1.1% of 290,000 active. AID 1531. binding response (% of control), % at 10 µM. bead flow cytometry, Alexa488-MEK5 binding to MEKK2 WT; actives lie on both sides; in the data active means binding response below about 67% or above about 130%
# MEKK2 mut-MEK5 = signal of MEK5 binding to mutant human MEKK2 PB1 domain. bead flow cytometry, Alexa488-MEK5 binding to MEKK2 mutant. percent response, % at 10 µM. 0.35% of 290,000 active; in the data active means percent response above about 24%, passing the limit was not always enough; further: inactives centre near 1; some results filed as inactive read as strong as hits
# IMP-1 inh = inhibitors of Pseudomonas aeruginosa IMP-1 metallo-beta-lactamase. 0.45% of 290,000 active. inhibition, % at 5.6 µM. purified IMP-1, nitrocefin hydrolysis, epi-absorbance fluorescence;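 active means inhibition above the mean plus 3 SD of all compounds in the same screening run, cut at about 4.5% in these data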;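 further: 0% = IMP-1 with DMSO and 100% = DMSO wells lacking enzyme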
#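 system = purified recombinant IMP-1 beta-lactamase | amount = 0.2 nM IMP-1, as dispensed | medium = HEPES buffer pH 7.1 with ZnSO4 and Brij 35 | times = 25 °C, 15 min preincubation, 25 min reaction | detection = plate fluorescence quenching by hydrolysis product, ex 480/em 530 nm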
# DNA FID counter = fluorescent intercalator displacement, NS3 helicase counter-screen; 0.17% of 290,000 active; AID 1845; DNA fluorescent intercalator displacement, fluorescence; inhibition, % at 7.9 µM; in the data active means inhibition above about 37%;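 further: 0% = vehicle and 100% = reference compound; higher means more ethidium bromide displaced from hairpin DNA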
# NALP1 inh = inhibitors of NALP1 inflammasome in yeast; 0.61% of 280,000 active; AID 2071; S. cerevisiae NALP1/ASC/caspase-1 growth, X-gal OD620, 72 h; inhibition, % at 10 µM; in the data active means inhibition mostly above about 24%, no sharp cut-off; inactive means mostly below about 32%; further: some compounds called inactive have numbers as strong as hits
# SUMO HTRF inh = blocks human SUMOylation mediated by UBC9. P63279. HTRF SUMOylation assay, SAE1/SAE2 + UBC9, in vitro. inhibition, % at 35 µM. 0.36% of 290,000 active. AID 2006; in the data active means inhibition above about 50%, passing the limit was not always enough; further: strong numbers were not always called active
# Target sequence (P63279 whole entry, looked up): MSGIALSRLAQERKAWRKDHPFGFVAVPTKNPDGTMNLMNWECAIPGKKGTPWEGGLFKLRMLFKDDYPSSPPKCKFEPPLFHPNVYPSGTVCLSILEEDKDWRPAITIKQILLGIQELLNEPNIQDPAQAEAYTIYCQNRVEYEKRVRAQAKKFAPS
# PfM18AAP inh = blocks P. falciparum M18 aspartyl aminopeptidase | recombinant PfM18AAP, H-Glu-NHMec fluorogenic cleavage | 1.2% of 290,000 active | inhibition, % at 7.35 µM;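 active means inhibition above the campaign mean inhibition over all tested compounds plus 3 SD, cut at about 28% in these data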;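 further: 0% = plate median of test compound wells and 100% = 2 mM ZnCl2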
# VIM-2 inhibitor = blocks Pseudomonas aeruginosa VIM-2 metallo-beta-lactamase; purified VIM-2, nitrocefin hydrolysis, epi-absorbance fluorescence; 0.89% of 290,000 active; inhibition, % at 5.6 µM;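 active means inhibition above the mean of all tested compounds plus 3 SD, cutoff set per screening run, cut at about 7.5% in these data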;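 further: red hydrolysis product quenches plate fluorescence so inhibitors raise well fluorescence; 0% = enzyme with DMSO and 100% = DMSO without enzyme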
# HCV NS3 hel inh = blocks Hepatitis C virus NS3 helicase unwinding. NS3 helicase DNA unwinding, Cy5 molecular beacon fluorescence. inhibition, % at 10.9 µM. 0.56% of 290,000 active. AID 1800;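 active means inhibition above the mean of all tested compounds plus 3 SD, set per campaign, cut at about 35% in these data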;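 further: 0% = DMSO wells and 100% = thioflavine S control wells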
#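 System: NS3 helicase fragment of HCV / Schedule: 1 h at 25 °C / Control set: DMSO alone as 0% and 110 µM thioflavine S as 100% / Reagent: Cy5/quencher beacon DNA duplex and ATP to start / Technique: Cy5 fluorescence / Replication: singlicate / Evaluation: % inhibition of end-to-start signal ratio versus controls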
# Active calls of the source: *; x = not tested or not shown.
SMILES,MEKK2wt PB1 HTS,MEKK2 mut-MEK5,IMP-1 inh,DNA FID counter,NALP1 inh,SUMO HTRF inh,PfM18AAP inh,VIM-2 inhibitor,HCV NS3 hel inh
O=C(Cn1cc2c(n1)CCCCC2)NC1CCN(Cc2ccccc2)CC1,111,4,x,x,0,-2,x,x,x
Cc1ccccc1Nc1nnc(SCC(=O)NC(=O)NCc2ccco2)s1,x,x,-2.6,-18,1,25,-1,-1.3,18
CCOC(=O)N1CCC(NC(=O)c2ccc3c(c2)N(CC)CCS3)CC1,104,5,-6.1,-8,x,x,3,-4.8,-8
COc1ccccc1C1C(C(N)=O)=C(C)Nc2nc(-c3ccccc3Cl)nn21 (stereo not drawn),98,-7,-3.7,-2,9,7,3,-4.7,3
CC(=O)c1cc2c(cc1NS(=O)(=O)c1ccc(C)cc1)OCCO2,99,0,-1.6,-9,16,-14,-1,-2.5,-12
CCN(CC)CCOC(=O)c1ccc(NC(=O)CNC(=O)c2ccccc2)cc1,101,-4,-3.5,5,9,-3,-1,-1.1,-2
Cc1cc(=O)oc(C)c1C(=O)N1CCN(C)CC1,107,5,-1.9,-3,-16,13,-2,-1.1,3
O=C(C[n+]1ccc(C(=O)N/N=C/c2ccc(O)cc2)cc1)c1ccccc1,115,8,-1.5,2,-5,-8,9,-2.7,-2
COc1ccc(N2CCN(S(=O)(=O)c3ccc4oc(=O)ccc4c3)CC2)cc1,98,-4,-1.1,-9,12,8,5,-2.2,6
Clc1ccc(-c2csc(N3CCCCCC3)n2)cc1,109,10,-0.2,-5,-18,5,-18,1.2,-6
c1ccc(CCNc2nc(-c3cccnc3)cs2)cc1,95,-5,-1.9,-7,47,7,8,-5.0,-12
O=C(CCN1C(=O)S/C(=C\c2ccccc2)C1=O)Nc1ccc(O)cc1C(=O)O,100,-4,-0.5,-14,27,4,15,1.1,12
O=C(NCC1OCCCN1S(=O)(=O)c1cc(F)ccc1F)C(=O)NC1CCCCC1 (stereo not drawn),98,-3,-2.9,-15,-11,-6,0,-2.7,-5
c1coc(CNC2CCCCC2)c1,97,6,1.9,-1,-19,3,-4,0.2,-7
COC(=O)c1ccc(N2NC(=O)/C(=C/c3ccc(-c4ccc(Cl)c(C(=O)O)c4)o3)C2=O)cc1,91,-7,-1.1,-11,6,12,6,-3.4,9
O=C(CSc1nc2ccsc2c(=O)n1NC(=O)c1ccccc1)Nc1nccs1,94,0,-4.1,1,-64,6,-3,-6.2,5
Cc1onc(-c2ccccc2Cl)c1C(=O)Nc1nnc(Cc2ccc(Cl)cc2)s1,95,0,-2.2,-23,-14,-10,3,-3.1,-18
CC1CN(c2ccc(S(=O)(=O)N3CCOCC3)cn2)CC(C)O1 (stereo not drawn),89,-11,-2.6,0,-6,33,-9,-2.8,15
COc1ccccc1N(CC(=O)NC(C)(C)C)C(=O)Cn1nnc(-c2ccc(C)o2)n1,97,0,-2.1,-24,-10,-2,1,-1.4,-4
CC/C(=N\Nc1ccnc2cc(Cl)ccc12)c1ccc(O)cc1,103,1,-3.9,4,8,-6,34*,0.8,-35

# Given with values under each structure: 4 of the compounds above.
# Below each compound: MEKK2wt PB1 HTS | MEKK2 mut-MEK5 | IMP-1 inh | DNA FID counter | NALP1 inh | SUMO HTRF inh | PfM18AAP inh | VIM-2 inhibitor | HCV NS3 hel inh
c1ccc(CCNc2nc(-c3cccnc3)cs2)cc1
    95 | -5 | -1.9 | -7 | 47 | 7 | 8 | -5.0 | -12
O=C(CCN1C(=O)S/C(=C\c2ccccc2)C1=O)Nc1ccc(O)cc1C(=O)O
    100 | -4 | -0.5 | -14 | 27 | 4 | 15 | 1.1 | 12
O=C(NCC1OCCCN1S(=O)(=O)c1cc(F)ccc1F)C(=O)NC1CCCCC1 (stereo not drawn)
    98 | -3 | -2.9 | -15 | -11 | -6 | 0 | -2.7 | -5
c1coc(CNC2CCCCC2)c1
    97 | 6 | 1.9 | -1 | -19 | 3 | -4 | 0.2 | -7

# Among those listed so far, these have two or more sulfur atoms.
SMILES,MEKK2wt PB1 HTS,MEKK2 mut-MEK5,IMP-1 inh,DNA FID counter,NALP1 inh,SUMO HTRF inh,PfM18AAP inh,VIM-2 inhibitor,HCV NS3 hel inh
Cc1ccccc1Nc1nnc(SCC(=O)NC(=O)NCc2ccco2)s1,x,x,-2.6,-18,1,25,-1,-1.3,18
O=C(CSc1nc2ccsc2c(=O)n1NC(=O)c1ccccc1)Nc1nccs1,94,0,-4.1,1,-64,6,-3,-6.2,5

# 4 compounds picked at random from those above, as already listed:
SMILES,MEKK2wt PB1 HTS,MEKK2 mut-MEK5,IMP-1 inh,DNA FID counter,NALP1 inh,SUMO HTRF inh,PfM18AAP inh,VIM-2 inhibitor,HCV NS3 hel inh
Cc1onc(-c2ccccc2Cl)c1C(=O)Nc1nnc(Cc2ccc(Cl)cc2)s1,95,0,-2.2,-23,-14,-10,3,-3.1,-18
CC/C(=N\Nc1ccnc2cc(Cl)ccc12)c1ccc(O)cc1,103,1,-3.9,4,8,-6,34*,0.8,-35
Cc1cc(=O)oc(C)c1C(=O)N1CCN(C)CC1,107,5,-1.9,-3,-16,13,-2,-1.1,3
CC1CN(c2ccc(S(=O)(=O)N3CCOCC3)cn2)CC(C)O1 (stereo not drawn),89,-11,-2.6,0,-6,33,-9,-2.8,15

# (list continues)
SMILES,MEKK2wt PB1 HTS,MEKK2 mut-MEK5,IMP-1 inh,DNA FID counter,NALP1 inh,SUMO HTRF inh,PfM18AAP inh,VIM-2 inhibitor,HCV NS3 hel inh
CC(C)c1c(C(=O)N/N=C/c2ccco2)nnn1-c1nonc1N,103,6,-2.5,-11,16,7,8,-3.0,13
COc1c(N2CCN(C(=S)NCc3ccccc3)C(C)C2)c(F)cc2c(=O)c(C(=O)O)cn(C3CC3)c12 (stereo not drawn),96,1,-2.3,-14,-5,28,-4,-3.6,40*
O=C(CCCN=C1NS(=O)(=O)c2ccccc21)OCc1cc([N+](=O)[O-])cc2c1OCOC2,96,-5,-1.1,2,-13,20,1,-1.3,-8
COc1ccccc1C1(CC(=O)N2CCOCC2)CCOC(C(C)C)C1 (stereo not drawn),115,6,-7.6,-29,-6,2,1,-6.3,-2
NCCOc1cnn(-c2ccccc2Cl)c(=O)c1Cl,100,-1,0.4,2,21,-3,-3,-1.6,-6
Brc1cccc(Cn2c(-c3cncs3)nc3ccccc32)c1,97,2,-5.2,-12,14,-46,-6,1.8,-8
O=C1c2oc3ccc(F)cc3c(=O)c2C(c2ccc(F)cc2)N1CCCN1CCOCC1 (stereo not drawn),105,8,-5.6,3,x,x,1,-1.7,12
Cc1ccc(S(=O)(=O)N2CCC(=O)N(CCOCc3ccccc3C)CC2)cc1,100,6,-1.4,-37,25,-22,2,-2.3,-4
Cc1cc(C)n(-c2nc3c(c(=O)[nH]c(=O)n3C)n2CC(O)COc2ccccc2C)n1 (stereo not drawn),88,-6,-2.7,-33,3,-12,5,-2.4,-2
CCOC(=O)c1c(C)[nH]c(C(=O)COC(=O)CCC2CCCC2)c1C,90,-6,-0.9,-3,-3,10,-5,-3.2,0
COc1ccc(S(=O)(=O)N2CCN(Cc3cccc(Cl)c3)CC2)cc1,96,-3,-2.2,-21,6,-1,-5,-2.8,-16
CC(NS(=O)(=O)c1cccc(Cl)c1)C(=O)N(C)C1CCN(C)CC1 (stereo not drawn),103,-3,-2.7,0,7,11,-5,-5.7,5
CCOc1cc(N2CCOCC2)c(OCC)cc1NC(=O)c1ccccc1C,98,-6,0.6,-20,-5,-3,3,-0.3,0
Cc1nn(C)c(C)c1S(=O)(=O)NCc1cccs1,98,0,-3.1,-1,-11,11,3,-2.5,1
COc1ccc2cc3cc(C(=O)NCC4CCCO4)oc3nc2c1 (stereo not drawn),98,3,-3.0,-18,5,25,0,1.1,-3
COc1ccccc1C(=O)N/C(=C\c1ccccc1)C(=O)NC(Cc1ccccc1)C(=O)O (stereo not drawn),97,4,0.1,-36,10,0,8,-6.5,14
CCOc1ncccc1C(=O)OCC(=O)Nc1cccc(S(N)(=O)=O)c1,98,1,-5.2,-1,0,-3,5,-7.0,1
O=C(COC(=O)CSc1ccc2ccccc2c1Br)NC1CC1,101,-4,-2.5,-13,9,-4,1,-0.5,2
CC(=O)c1ccc(N2CCN(C(=O)c3ccc4c(Cl)c5c(nc4c3)CCCC5)CC2)cc1,96,12,-2.5,-4,14,11,0,-2.5,1
Cc1sc2ncnc(OCC(=O)c3ccc(S(=O)(=O)N4CCCC4)cc3)c2c1C,94,0,-4.5,-12,20,8,-6,-1.6,-7
O=C(CN1C(=O)C2C3C=CC(C3)C2C1=O)Nc1ccc(S(=O)(=O)Nc2nccs2)cc1 (stereo not drawn),95,2,-3.0,-7,x,14,8,-1.9,14
Cc1ccc(NC(=O)CN(C)Cc2ccc(Cl)cc2)cc1,102,3,-1.1,2,-11,-34,-2,-0.7,-9
CN1C2CCC1/C(=C/c1cccn1C)C(=O)/C2=C\c1cccn1C,95,4,-2.4,-15,20,28,11,-4.4,7
COc1ccc(N(CC(=O)Nc2cccc3ccccc23)S(C)(=O)=O)cc1,111,7,1.4,-19,0,17,-8,0.8,-1
COc1cccc(C(=O)N(C)C(C)c2nc3ccccc3s2)c1 (stereo not drawn),96,-2,-4.9,-35,4,-11,-3,-2.9,-4
O=C(NCc1ccco1)[C@@H]1CSC2c3ccccc3C(=O)N21 (stereo partly drawn),103,13,-2.9,-13,3,-2,-21,-1.5,17
CC(C)(C)c1cc(=O)n(-c2ccccc2)[nH]1,96,-3,-1.7,-1,21,98,13,-6.0,-5
O=S(=O)(NCC(c1cccnc1)N1CCOCC1)c1ccccc1 (stereo not drawn),93,-10,-4.2,-7,-7,2,-1,-1.4,3
Cc1cccc2cc(CN(Cc3cccs3)Cc3nnnn3Cc3ccccc3)c(=O)[nH]c12,99,-1,-1.4,-11,10,0,-1,-0.5,-18
CSCC[C@H](NC(=O)C1CCC(CNC(=O)[C@@H]2CCCN2C(=O)OC(C)(C)C)CC1)C(=O)O (stereo partly drawn),97,6,-4.7,-11,8,9,1,-6.1,-10
Cc1ccc(Cl)cc1N1CCN(C(=O)Cn2ccc3ccccc3c2=O)CC1,105,4,-2.9,-32,4,-8,6,-1.6,-11

# Some entries already given with just DNA FID counter:
smiles | DNA FID counter
Cc1ccc(S(=O)(=O)N2CCC(=O)N(CCOCc3ccccc3C)CC2)cc1 | -37
O=C(NCc1ccco1)[C@@H]1CSC2c3ccccc3C(=O)N21 (stereo partly drawn) | -13
COc1ccccc1C1C(C(N)=O)=C(C)Nc2nc(-c3ccccc3Cl)nn21 (stereo not drawn) | -2
